OXTR potentiate – human OXTR potentiators, primary screen, fluorescence, CHO-OTR cells, Fluo-8 calcium; Oxytocin receptor (Homo sapiens), P30559; Fluo-8 calcium fluorescence, potentiator mode; 0% = oxytocin EC15, 100% = EC100; activation, % at 3 µM; 0.061% of 320,000 active;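 active = activation above that plate's cutoff, the mean activation of tested compounds plus 3 SD, cut at about 6.6% in these data, passing the limit was not always enough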;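 note: 100% uses oxytocin at 75 nM as the full agonist control; some results filed as inactive read as strong as hits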
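System: human OTR in CHO cells / Also added: sub-maximal oxytocin, roughly EC15 / Control set: EC15 oxytocin low, 75 nM oxytocin high / Schedule: 6 min compound pre-incubation at room temperature, 100 s kinetic read / Compound: single-point 3.0 µM / Replication: singlicate / Technique: Fluo-8 calcium dye fluorescence / Read-out basis: % activation of max/min ratio relative to oxytocin controls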
OXTR agonist – human OXTR agonists, primary screen, fluorescence, CHO-OTR cells, Fluo-8 calcium; Oxytocin receptor (Homo sapiens), P30559; Fluo-8 calcium fluorescence; normalized: DMSO 0%, oxytocin 100%; activation, % at 3 µM; 0.32% of 320,000 active; AID 2435, 2010;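 active = activation above the mean of all tested compounds plus 3 SD, cutoff set per screening run, cut at about 20% in these data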;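 note: peak over basal fluorescence ratio from a 100 s FLIPR kinetic read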
TAAR1 antagonist – human TAAR1 antagonists, primary screen, Fluo-8 calcium fluorescence, CHO RD-HGA16 cells | inhibition, % at 3 µM | AID 624466, 2012 | antagonist | Trace amine-associated receptor 1 (Homo sapiens), Q96RJ0 | 1.5% of 360,000 active;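 active = inhibition above a per-plate cutoff, the mean inhibition of test compounds on that plate plus 3 SD, cut at about 49% in these data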;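 note: 0% = DMSO plus EC80 beta-PEA response and 100% = DMSO alone without agonist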
Target sequence (Q96RJ0 whole entry, looked up): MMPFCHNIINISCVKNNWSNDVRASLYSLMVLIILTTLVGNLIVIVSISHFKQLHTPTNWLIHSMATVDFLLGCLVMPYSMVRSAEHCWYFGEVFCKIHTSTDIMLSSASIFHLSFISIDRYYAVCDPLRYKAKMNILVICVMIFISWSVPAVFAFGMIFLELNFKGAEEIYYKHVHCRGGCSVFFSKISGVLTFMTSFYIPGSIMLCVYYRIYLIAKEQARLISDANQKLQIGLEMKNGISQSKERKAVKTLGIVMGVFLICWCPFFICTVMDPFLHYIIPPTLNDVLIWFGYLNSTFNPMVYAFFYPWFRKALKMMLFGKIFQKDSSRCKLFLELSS
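System: RD-HGA16 CHO cells with stable hTAAR1 and Gα16 | Probe or stimulus: EC80 β-phenethylamine stimulus | Dosing: 3 µM, single point | Times: Dye loading 75 min at 37 °C, then 30 min room temperature | Measured by: Fluo-8 calcium-sensitive fluorescence | Read-out basis: % inhibition of agonist calcium response | Replicates: n of 1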
CHRM1 antagonist – human M1 muscarinic receptor antagonists, primary screen, CHO-K1 cells, Fluo-8 calcium fluorescence, 1536-well; Muscarinic acetylcholine receptor M1 (Homo sapiens), P11229; CHO-K1 hM1, ACh EC80 antagonist; inhibition, % at 3 µM; 1.3% of 360,000 active; AID 588852, 2011;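 active = percent inhibition above its own plate's cutoff, namely the mean of that plate's compound wells plus 3 SD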;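 note: peak over basal fluorescence ratio during 140 s after agonist addition; 0% = ACh EC80 plus DMSO and 100% = DMSO alone without agonist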
Target sequence (P11229 whole entry, looked up): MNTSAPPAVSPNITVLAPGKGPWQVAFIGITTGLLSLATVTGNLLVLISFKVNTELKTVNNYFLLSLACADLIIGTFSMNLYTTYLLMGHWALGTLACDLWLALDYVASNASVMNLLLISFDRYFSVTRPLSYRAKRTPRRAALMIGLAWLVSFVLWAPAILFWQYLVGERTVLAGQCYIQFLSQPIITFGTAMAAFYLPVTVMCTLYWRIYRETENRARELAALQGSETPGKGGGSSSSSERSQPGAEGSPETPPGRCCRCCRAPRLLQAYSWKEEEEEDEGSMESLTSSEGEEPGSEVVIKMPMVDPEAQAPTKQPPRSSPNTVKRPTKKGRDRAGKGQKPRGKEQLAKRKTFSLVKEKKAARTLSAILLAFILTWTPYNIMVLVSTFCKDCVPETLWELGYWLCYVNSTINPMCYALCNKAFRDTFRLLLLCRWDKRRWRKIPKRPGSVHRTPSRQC
CHO parental Ca – ATP-evoked calcium signal inhibitors, parental CHO, primary screen, counter-screen for OX1R antagonist project, cell-based, fluorescence, Fluo-8 calcium dye; parental CHO-K1, ATP-induced calcium, Fluo-8 fluorescence; inhibition, % at 5.6 µM; 0.63% of 330,000 active;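 active = inhibition above that plate's mean sample inhibition plus 3 SD, cut at about 26% in these data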;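 note: 0% = ATP-challenged DMSO wells and 100% = DMSO wells without ATP; some compounds past the cut are filed as inactive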
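test system = CHO parental line | reagent = ATP stimulus | measured by = intracellular calcium via Fluo-8 no-wash fluorescent dye | control set = ATP and no-ATP DMSO wells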
TAAR1 ag – human TAAR1 agonists, primary screen, Fluo-8 calcium fluorescence, CHO RD-HGA16 cells. vehicle wells 0%, saturating PEA agonist 100%. activation, % at 3 µM. 0.99% of 360,000 active;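 active = activation above the mean activation of all test compounds in the run plus 3 SD, cut at about 38% in these data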
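Repeats: no replicates (n 1) | Material: CHO-derived RD-HGA16 cells with stable Gα16 and human TAAR1 | Technique: Kinetic Fluo-8 calcium fluorescence | Schedule: 17-24 h seeding, 75 min 37 °C dye, 30 min RT | Evaluation: % activation from peak over basal fluorescence ratio, DMSO-to-PEA scaled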
CHRM1 agonist – human M1 muscarinic receptor agonists, primary screen, Fluo-8 calcium fluorescence, CHO-K1 cells, HTS; Muscarinic acetylcholine receptor M1 (Homo sapiens), P11229; CHO-K1 hM1, agonist mode; 0% DMSO, 100% acetylcholine EC100; activation, % at 3 µM; 0.33% of 360,000 active; AID 588814, 2011;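 active = activation above the run's mean compound activation plus 3 SD, cut at about 16% in these data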;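 note: peak over basal fluorescence ratio within a 140 s kinetic read after compound addition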
V1R ag counter – agonists of human V1a receptor, primary screen, counter-screen for OXTR agonist project, fluorescence, CHO-V1R cells; Fluo-8 calcium fluorescence, agonist mode; 0% DMSO, 100% 3 nM vasopressin; activation, % at 3 µM; 0.25% of 320,000 active; AID 2797, 2010;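 active = activation above the mean activation of all tested compounds plus 3 SD, per screening run, cut at about 20% in these data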;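 note: signal is peak over basal fluorescence ratio across a 100 second FLIPR read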
M1 PAM – human M1 muscarinic receptor positive allosteric modulators, primary screen, CHO-K1 cells, Fluo-8 calcium fluorescence, 1536-well; Muscarinic acetylcholine receptor M1 (Homo sapiens), P11229; CHO-K1 hM1, ACh EC20; 0% = ACh EC20, 100% = maximal ACh; activation, % at 3 µM; 0.088% of 360,000 active; in the data active = activation above about 19%, passing the limit was not always enough
* = called active by the depositor; nt = no result given.

SMILES	OXTR potentiate	OXTR agonist	TAAR1 antagonist	CHRM1 antagonist	CHO parental Ca	TAAR1 ag	CHRM1 agonist	V1R ag counter	M1 PAM
CS(=O)(=O)Nc1cccc(C2=NN(C(=O)CCCC(=O)O)C(c3cccs3)C2)c1 (stereo not drawn)	-10	-0.6	-7	-5	-7	2	-4	0.2	5
O=C(O)c1ccc(SCc2ccccc2)nc1	-6	2.3	2	3	3	1	-2	0.8	0
O=C(Nc1cccnc1)c1ccc(F)c(S(=O)(=O)N2CCOCC2)c1	-2	1.8	-15	9	-10	-4	3	2.7	-1
CCc1nc2c(OCC=C(C)C)cccn2c1N(C)C(=O)c1ccccc1F	nt	nt	-13	-14	nt	-1	-6	nt	7
C/C(=N\OC(=O)c1cccc(Cl)c1)c1sc(C)nc1C	2	-1.2	-17	-1	-31	-2	-5	0.2	1
COc1ccc(Cl)cc1NC(=O)CCS(=O)(=O)c1cc2c(cc1C)NC(=O)CO2	-5	-0.8	63*	-3	-9	14	1	-0.1	-8
CCOC(=O)c1nnc(-c2ccc(C)cc2)nc1Oc1ccc(Cl)cc1Cl	-5	2.8	-12	3	-9	4	-2	1.6	1
CC(C)C[C@@H]1NC(=O)N(CCN2CCOCC2)C1=O	-19	0.6	-5	-25	17	4	-2	0.4	6
C(#Cc1ccccc1)CN1CCOCC1	-3	1.6	12	-13	-7	13	-3	0.1	12
O=C(Nc1ccccc1C(F)(F)F)C(O)(c1ccccc1)C1CCCCC1 (stereo not drawn)	-8	-0.6	20	7	-32	3	-9	-1.0	-12
C=CCOc1ccc(C(c2c(C(=O)O)[nH]c3ccccc23)c2c(C(=O)O)[nH]c3ccccc23)cc1	-15	-0.2	-13	-8	-9	0	-6	-0.5	8
Cc1cc(C)c(S(=O)(=O)N2CCCC2CNC(=O)c2ccc3c(c2)OCO3)c(C)c1 (stereo not drawn)	-4	-1.3	1	-9	-20	-1	-4	0.4	6
Cc1ccc(Cn2c(O)c(N=NC(=S)Nc3ccccc3F)c3ccccc32)cc1	-8	-0.2	24	-2	-12	3	2	-0.8	3
CCc1ccc[n+](-c2[nH]c(=O)sc2/C=N/N=C(\[O-])c2cccnc2)c1	-9	-0.2	-17	-10	-12	5	-1	-0.3	9
CCOC(=O)c1sc(NC(C)=O)nc1-c1ccccc1	0	-0.8	-23	-10	-4	2	-4	-0.4	10
Cc1ccc(S(=O)(=O)N2c3cc(C)ccc3OCC2C(C)(C)C)cc1 (stereo not drawn)	-23	-1.5	-3	-4	-5	7	-4	-0.3	-2
O=C(COc1ccccc1)NCC(c1ccco1)N1CCCCC1 (stereo not drawn)	-7	-1.5	-7	-8	-17	1	-6	-0.5	16
COc1ccc(N2CCN(C(=O)c3oc4ccccc4c3NC(=O)Cc3ccc(OC)c(OC)c3)CC2)cc1	2	-1.6	1	-8	-20	-1	-3	1.6	7
CC1=C(C(=O)Nc2cccnc2)C(c2cccnc2)n2nc(-c3cccs3)nc2N1 (stereo not drawn)	2	0.4	0	-19	-7	-1	0	0.7	13
CC(C)Cn1c(N)c(C(=O)COC(=O)C2CC(=O)N(Cc3ccccc3Cl)C2)c(=O)n(C)c1=O (stereo not drawn)	-17	6.1	32	25	-9	17	1	9.7	-8
Cc1ccc(CNC(=O)CCc2nnc3ccc(NCCCN4CCCC4=O)nn23)cc1	-6	0.4	-34	-2	-8	1	-3	1.3	6
CCOc1ccc(NC(=O)CN(C)C(=O)CCCOc2ccc(Cl)c(C)c2)cc1OCC	-12	2.5	-32	17	-10	1	-1	6.4	-4
O=C(Nn1c(-c2ccc(Br)cc2)nc2ccccc2c1=O)c1ccncc1	-3	0.6	18	-8	-16	9	-6	1.4	15
Cc1ccc(C(=O)N2N=C(c3ccccc3)CC2(O)C(F)(F)F)o1 (stereo not drawn)	-1	-2.1	6	-2	-15	-1	-10	-0.2	-10
Cc1ccccc1C(=O)Nc1ccnn1C1CCN(C2CCSCC2)CC1	-6	0.3	-26	-9	-5	0	-5	-0.1	6
CCCn1c(SCC(=O)c2c(N)n(C3CC3)c(=O)[nH]c2=O)nnc1-c1ccncc1	1	0.9	-2	10	-3	4	-3	0.4	-4
CCOC(=O)c1ccc(NS(=O)(=O)c2cc3c(cc2C)NC(=O)CO3)cc1	-8	5.5	13	20	-5	12	-1	9.5	-11
O=C(NCCN1CCOCC1)c1ccccc1OCc1ccccc1	0	1.7	-3	-18	-15	2	-4	1.5	8
CC(C)(C)OC(=O)NCCCCCc1nnc(SCc2c(F)cccc2Cl)o1	-14	-3.1	1	-2	2	2	-4	4.7	-2
O=C(COC(=O)c1ccco1)NCc1ccc(F)cc1	-3	0.4	13	5	-7	3	-7	0.8	2
CC(C)CNC(=O)C1(C)CCCCCN1C(=O)c1cc2ccccc2s1 (stereo not drawn)	nt	nt	-17	-9	nt	2	-3	nt	8
Cc1c(Cl)c(C(=O)N2CCCc3ccccc32)nn1C	-18	-0.4	-4	-6	-11	13	-4	-0.3	9
N/C(=N\NC(=O)c1ccc(F)cc1)c1cc2ccccc2oc1=O	-10	0.7	10	2	-8	4	-1	0.1	6
N#Cc1c(/N=C/c2cc(Br)cs2)sc2c1CCC2	-4	-0.2	3	-9	-8	6	-3	0.3	8
O=C(Cc1ccccc1)Nc1ccccc1C(=O)NCC1CCCO1 (stereo not drawn)	-7	-0.1	11	-8	0	0	-2	2.2	7
CCCCn1c(N)c(N(CCC(C)C)C(=O)c2ccc(COc3ccccc3)o2)c(=O)[nH]c1=O	-3	-1.3	-32	10	-29	0	8	-0.9	14
COc1cc(CCC(=O)Nc2nnc(-c3cccnc3)s2)cc(OC)c1OC	-8	-1.1	3	-1	-9	6	-2	0.0	4
Cc1ccsc1C(=O)Nc1cccc(-n2cnnn2)c1	3	0.3	-17	1	-16	1	-2	2.1	1
O=C(CC(C(=O)O)P(=O)(c1ccccc1)c1ccccc1)c1ccccc1 (stereo not drawn)	-11	0.8	0	2	-5	7	-2	0.2	-7
COc1ccc(NC(=O)c2cc(C)no2)cc1	-1	1.0	2	-8	-15	0	-4	-0.1	5
COc1ccc(-n2nc3ccc(N)cc3n2)cc1	nt	nt	-4	-15	nt	2	-2	nt	6
CC(C)CC(=O)Nc1cc(NC(=O)CC(C)C)cc(C(=O)NC(C)(C)C)c1	-7	-0.1	-3	1	-16	1	-3	1.8	4
COc1ccc2cc(C3(C)NC(=O)NC3=O)ccc2c1 (stereo not drawn)	-14	3.2	-11	-20	-5	4	-1	1.6	5
Cc1ccc(C(=O)N2CCN(c3ncnc4c(-c5ccccc5)nsc34)CC2)cc1	-5	0.2	nt	nt	1	nt	nt	1.1	nt
Cc1ccc(N(CC(O)CON=C2c3ccccc3-c3ccccc32)S(C)(=O)=O)cc1 (stereo not drawn)	-9	3.7	-11	2	-6	9	-3	3.5	-9
Cc1csc(=O)n1CCC(=O)OCC(=O)c1ccc(Br)cc1	-13	-0.6	-9	-9	-30	-1	-3	1.0	4
CC(=O)N1CCN(C23CC4CC(CC(C4)C2)C3)CC1	-3	-0.4	-11	-4	-8	0	-8	-0.1	1
COc1ccc(C)cc1NCc1cccc(OC)c1OC	2	-1.8	2	-12	-19	3	-4	-0.6	9
Cc1ccnc(NC(=O)CCC(=O)N(CC(=O)NC2CCCCC2)Cc2cccs2)c1	-19	-0.2	-2	-10	-28	6	-4	1.2	11
O=C(CN1C(=O)CSc2ccc(S(=O)(=O)N3CCOCC3)cc21)N1CCCCC1	4	0.1	-5	-15	-10	2	-1	0.3	14
CCOC(=O)C(NC(=O)c1ccccc1)(N1CCOCC1)C(F)(F)F (stereo not drawn)	-13	1.9	-9	-41	10	1	0	0.5	14
CC(=O)c1ccc(NC(=O)c2ccc(-n3cncn3)c([N+](=O)[O-])c2)cc1	-14	2.3	-18	1	-2	3	-3	2.9	0
Cc1ccc(NC(=O)c2ccc(Cl)c(S(=O)(=O)Nc3c(C)n(C)n(-c4ccccc4)c3=O)c2)cc1Cl	nt	nt	-38	-1	nt	-1	-2	nt	0
O=C(Nc1ccccc1)C1CC(=O)N(Cc2ccccc2)C1 (stereo not drawn)	-6	1.3	2	-12	-1	1	0	1.1	14
Cc1c(Cl)cnc(NC(=O)COC(=O)c2ccc([N+](=O)[O-])s2)c1Cl	-6	-2.3	5	-5	-14	0	-12	0.4	6
CC(C)(C)c1ccc(OC(=O)Nc2ccc(O)c(C(=O)O)c2)cc1	-16	0.3	1	20	-4	0	0	0.0	-13
CCC(C)NC(=O)CCc1c(C)nc2c(c(C)nn2-c2ccccc2)c1C (stereo not drawn)	-19	3.5	11	-1	3	0	-3	7.1	1
O=C(NC1CCCCC1)C1CCC(=O)N(Cc2cccc(C(F)(F)F)c2)C1 (stereo not drawn)	-3	-0.5	-10	-18	-8	1	-1	-0.6	16

For convenience, some entries already given:
SMILES	OXTR potentiate	OXTR agonist	TAAR1 antagonist	CHRM1 antagonist	CHO parental Ca	TAAR1 ag	CHRM1 agonist	V1R ag counter	M1 PAM
Cc1csc(=O)n1CCC(=O)OCC(=O)c1ccc(Br)cc1	-13	-0.6	-9	-9	-30	-1	-3	1.0	4
CC(=O)N1CCN(C23CC4CC(CC(C4)C2)C3)CC1	-3	-0.4	-11	-4	-8	0	-8	-0.1	1
COc1ccc(C)cc1NCc1cccc(OC)c1OC	2	-1.8	2	-12	-19	3	-4	-0.6	9
Cc1ccnc(NC(=O)CCC(=O)N(CC(=O)NC2CCCCC2)Cc2cccs2)c1	-19	-0.2	-2	-10	-28	6	-4	1.2	11
